# Assay outcomes as filed in PubChem BioAssay.
# RGS4 inh – blocks human RGS4-accelerated GTP hydrolysis; 0.039% of 390,000 active; Transcreener GDP fluorescence polarization, RGS4-accelerated GTP hydrolysis; AID 504845; Potency, µM (titrated, usually from 114 µM), for the others: at the highest dose activity change, negative = inhibition, usual class: inhibitors; further: on the % scale 0 is the no-effect control and ±100 the full control effect; nearly all actives have a fitted effect of over 75% in size; some results filed as inactive show a strong effect at the top dose
#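 MLSMR compounds (23 nl, pin-transferred) preincubated 10 min at room temperature with a 500nM (2x) first reagent, then RGS4 at 900nM (2x) plus Transcreener GDP mix added; fluorescence polarization (620/688 nm) read before and after 90 min at 30 °C.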
# JMJD2A Tudor – JMJD2A Tudor domain (human) inhibition; O75164; AlphaScreen JMJD2A-Tudor / H3K4me3 peptide binding; Potency, µM (series often up to 114 µM), for inactives: at the top dose activity change, negative = inhibition, most hits filed as inhibitors; 4.4% of 390,000 active; further: on the % scale 0 is the no-effect control and ±100 the full control effect; nearly all actives have a fitted effect of over 50% in size
# Pin1 inhibitor – inhibitors of human Pin1. Q13526. Pin1 FP peptide displacement, HiFluor488, 10 min. Potency, µM (top dose mostly 115 µM), for inactives: at the top dose activity, negative = inhibition, most hits filed as inhibitors. 0.009% of 390,000 active; active means well fitted inhibition curve with a large enough effect in the polarisation, with a control signal flat, not every such curve was filed as active; inconclusive means small, poorly fitted or top-dose-only effect, or effect the other way, or a change in a side signal; inactive means no such curve, though single readings can be large or run the other way; the % refers to the polarisation; further: on the % scale 0 is the no-effect control and ±100 the full control effect
# Target sequence (Q13526 whole entry, looked up): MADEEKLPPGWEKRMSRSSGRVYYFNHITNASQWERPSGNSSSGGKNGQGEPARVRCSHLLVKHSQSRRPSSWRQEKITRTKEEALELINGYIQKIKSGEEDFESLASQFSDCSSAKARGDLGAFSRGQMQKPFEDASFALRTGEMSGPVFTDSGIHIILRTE
# HP1b binding inh – inhibitors of HP1-beta chromodomain binding to methylated histone tails; P83916; AlphaScreen HP1-beta / biotin-H3K9me3 peptide binding; Potency, µM (highest dose often 114 µM), inactives show top-dose activity change, negative = inhibition, most hits filed as inhibitors; 0.56% of 390,000 active; AID 540317; further: nearly all actives have a fitted effect of over 70% in size; inactives centre near 23
# Target sequence (P83916 whole entry, looked up): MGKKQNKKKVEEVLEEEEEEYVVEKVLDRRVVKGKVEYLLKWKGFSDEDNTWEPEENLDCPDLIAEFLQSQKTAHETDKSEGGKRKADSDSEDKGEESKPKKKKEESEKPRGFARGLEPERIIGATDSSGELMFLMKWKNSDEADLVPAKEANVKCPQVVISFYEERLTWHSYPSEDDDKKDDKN
#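 HP1-beta protein (50 nM final) preincubated 30 min at room temperature with biotinylated H3(1-18)K9me3 peptide (50 nM) in PBS pH 7.4, 0.01% Tween-20, then compound added for 30 min. AlphaScreen streptavidin donor/nickel chelate acceptor beads (10 ug/mL final), 30 min dark, luminescence read.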
# TrxR1 inh – rat TrxR1 inhibition | AID 588453 | O89049 | Potency, µM (doses to about 114 µM), for the others: at the top dose activity change, negative = inhibition, usual class: inhibitors | 1% of 390,000 active | recombinant rTrxR1, NADPH fluorescence consumption, selenite substrate; further: on the % scale 0 is the no-effect control and ±100 the full control effect; nearly all actives have a fitted effect of over 65% in size
#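 Rat TrxR1 (90 nM in the dispensed reagent) was pre-reduced with 400 uM NADPH for 5 min at room temperature, then incubated with compound for 15 min. After 400 uM selenite was added, NADPH fluorescence (Ex 340/Em 450 nm) was followed for 8 min.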
# Tb PGK inh – inhibitors of T. brucei phosphoglycerate kinase. P07378. PGK/GAPDH coupled, Kinase-Glo luminescence, 60 min. Potency, µM (top dose mostly 57.5 µM), for the others: at the highest dose activity change, negative = inhibition, usual class: inhibitors. 0.043% of 380,000 active. AID 602233; further: on the % scale 0 is the no-effect control and ±100 the full control effect; nearly all actives have a fitted effect of over 60% in size
#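 Luminescent ATP detection (Kinase-Glo Plus) follows a 60-minute room-temperature incubation, with wells lacking PGK as controls. Buffer: 100 mM TEA (pH 7.6), 5 mM MgCl2, 0.01% Tween-20. Coupling enzyme GAPDH (100 nM final) supplies unstable 1,3-BPG in-well.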
# ERG-DNA inh – ERG Ets/DNA interaction inhibition. P11308. 0.028% of 370,000 active. Potency, µM (doses to about 76.9 µM), for inactives: at the top dose FP activity, negative = inhibition, hits mostly inhibitors. fluorescence polarization, His-ERG Ets domain / labelled DNA; active means well fitted inhibition curve with a large enough effect in the polarisation, with a control signal flat; inconclusive means small, poorly fitted or top-dose-only effect, or effect the other way, or a change in a side signal; inactive means no such curve, though single readings can be large or run the other way; the % refers to the polarisation;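 further: polarization taken with two DNA probes labelled with fluorescein and Texas red; % of control where 0% means no effect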
#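 His-tagged ERG Ets domain (1 uM in the protein solution; 300mM KCl, 50mM Tris-HCl, 1mM EDTA, 1mM DTT, pH 7.5) received compound, then a probe mix of 5 nM fluorescein-DNA and 100nM Texas-615-DNA. Fluorescence polarization was read for both dyes.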
# 12-LOX inh – ALOX12 (human) lipoxygenase inhibition; Potency, µM (highest dose often 108 µM), without a hit: top-dose activity change, negative = inhibition, usual class: inhibitors; 1.1% of 580,000 active; AID 1671190; P18054; purified 12hLO, xylenol orange hydroperoxide absorbance; further: on the % scale 0 is the no-effect control and ±100 the full control effect
# Target sequence (P18054 whole entry, looked up): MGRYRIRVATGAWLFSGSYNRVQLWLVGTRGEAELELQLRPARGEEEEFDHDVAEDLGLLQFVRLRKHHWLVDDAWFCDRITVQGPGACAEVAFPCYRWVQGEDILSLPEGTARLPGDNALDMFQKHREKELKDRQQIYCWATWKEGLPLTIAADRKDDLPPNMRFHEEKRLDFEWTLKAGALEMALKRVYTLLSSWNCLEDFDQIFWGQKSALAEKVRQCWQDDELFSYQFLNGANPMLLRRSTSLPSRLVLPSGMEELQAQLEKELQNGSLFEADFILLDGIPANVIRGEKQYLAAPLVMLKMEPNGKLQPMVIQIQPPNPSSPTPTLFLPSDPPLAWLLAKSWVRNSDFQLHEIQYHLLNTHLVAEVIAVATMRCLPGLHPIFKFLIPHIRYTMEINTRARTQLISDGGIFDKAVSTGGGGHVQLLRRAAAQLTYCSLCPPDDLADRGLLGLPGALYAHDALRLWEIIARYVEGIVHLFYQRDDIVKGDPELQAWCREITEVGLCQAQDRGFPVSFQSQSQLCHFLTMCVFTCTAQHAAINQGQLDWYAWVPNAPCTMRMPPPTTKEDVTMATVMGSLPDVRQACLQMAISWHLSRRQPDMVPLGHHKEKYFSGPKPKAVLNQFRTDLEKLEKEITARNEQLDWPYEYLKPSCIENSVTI
#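 Purified human 12hLO (150 nM final) in 25 mM Hepes, 0.01% Triton X-100, pH 7.0 was preincubated 15 min at room temperature with compound. Then 40 uM arachidonic acid was added, 30 min. Hydroperoxide was read by Fe-XO absorbance ratio 573/405 nm.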
# GLS inhibitor – glutaminase GLS (human) inhibition; O94925; GLS enzymatic activity, qHTS titration; Potency, µM (titrated, usually from 45.5 µM), without a hit: top-dose activity change, negative = inhibition, actives largely listed as inhibitors; 0.21% of 410,000 active; further: on the % scale 0 is the no-effect control and ±100 the full control effect
#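 hKGA; 45 mM KH2PO4 pH 8.2 + 0.02% Tween-20; cpd via pin tool; 1 mM Gln soln; GluOx/HRP/Amplex Red; RT 30 min; fluor. t0 & final.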
# The depositor's hits bear a star; i = inactive; ? = inconclusive; · = not tested or not shown; [ ] = dose if it differs, or a comment. Unless noted, the call rests on the fitted dose curve; in most records, active means well fitted curve in the direction sought with a large enough effect; inconclusive means small, poorly fitted or top-dose-only effect, or another doubt; inactive means no such curve, though single readings can be large; an effect the other way counts as inactive or inconclusive. Potency means the concentration at half of the fitted maximal effect.
SMILES,RGS4 inh,JMJD2A Tudor,Pin1 inhibitor,HP1b binding inh,TrxR1 inh,Tb PGK inh,ERG-DNA inh,12-LOX inh,GLS inhibitor
O=C(c1ccccc1Cl)N1CCC(N2CCC(C(=O)N3CCCC3)CC2)CC1,26%[56.9 µM],-23%,17%,15%,5%[57.1 µM],-6%,-13%,4%,6%
O=c1[nH]c2cc(Br)ccc2n2cccc12,-21%,0%,0%,39%,11%,-6%,0%,-9%,-4%
COc1cc2c(cc1OC)-c1cc(Nc3cccc(C)c3)nc(=O)n1CC2,-15%,-9%,1%,37%[activator],7%[57.1 µM],4%,5%,?,-5%
O=C(O)CCC(=O)Nc1nc2nc(-c3ccccc3)cc(-c3ccccc3)n2n1,20%,-15%,-1%,4%,2%,-2%,5%,0%,11%
COc1ccc(N(C(=O)c2ccco2)C(C(=O)NC2CCCC2)c2ccncc2)cc1 (stereo unspecified),6%,-22%,-6%,-13%,22%,-6%,20%,-22%,5%
Cn1cc(C(=O)NCc2ccc(Cl)cc2)c(=O)c2cc(S(=O)(=O)N3CCCCCC3)ccc21,-4%,-7%,1%,35%,31%[activator],-6%,-1%,-27%,-8%
COc1ccc(C(CC(=O)Nc2nccs2)C(C)C)cc1 (stereo unspecified),-1%,-10%,0%,25%,6%[57.1 µM],-7%,5%,-13%,-4%
CCc1noc2nc(C)n(CC(=O)O)c(=O)c12,-3%,-8%,9%,38%,0%,2%,2%,?,-13%
Cc1ccc(NC(=O)c2cc(S(=O)(=O)N3CCOCC3)cn2C)cc1Cl,-7%,-3%,5%,57%[activator],11%[57.1 µM],i,2%,24%,-2%
C/C(=N\N=C1\NC(=O)CC(C(=O)O)S1)c1cccs1 (stereo unspecified),28%,3%,2%,16%,-11%,i,1%,19%,1%
CC(=O)Nc1ccc2c(c1)C(=Nc1ccc(C)cc1)c1ccccc1-2,-7%,-27%,6%,-2%,-1%[57.1 µM],-2%,1%,-6%,6%
Cc1ccc(S(=O)(=O)NC(C)(C)CSc2nnc(N)s2)cc1,-22%,-16%,-4%,23%,0%[57.1 µM],-2%,4%,?,10%
COc1ccc(C(=O)N2CCCC(c3nc(-c4ccc(C)o4)no3)C2)cc1OC (stereo unspecified),4%,-12%,-3%,12%,20%[57.1 µM],i,24%,6%,0%
CC(=O)Oc1oc(-c2ccccc2)nc1/C=N/c1ccccn1,-44%,-15%,10%,3%,7.1µM*,-6%[11.5 µM],·,-17%[57.4 µM],36%[activator]
O=C(CSc1ncnc2nc[nH]c12)N1CCN(c2ccc(Cl)cc2)CC1,24%,-19%,1%,14%,-5%[57.1 µM],-2%,-2%,0%,7%

# An excerpt of these results, with two lines to a compound.
# Value order – RGS4 inh | JMJD2A Tudor | Pin1 inhibitor | HP1b binding inh | TrxR1 inh | Tb PGK inh | ERG-DNA inh | 12-LOX inh | GLS inhibitor
O=C(c1ccccc1Cl)N1CCC(N2CCC(C(=O)N3CCCC3)CC2)CC1
→ 26%[56.9 µM] | -23% | 17% | 15% | 5%[57.1 µM] | -6% | -13% | 4% | 6%
O=c1[nH]c2cc(Br)ccc2n2cccc12
→ -21% | 0% | 0% | 39% | 11% | -6% | 0% | -9% | -4%
COc1cc2c(cc1OC)-c1cc(Nc3cccc(C)c3)nc(=O)n1CC2
→ -15% | -9% | 1% | 37%[activator] | 7%[57.1 µM] | 4% | 5% | ? | -5%
O=C(O)CCC(=O)Nc1nc2nc(-c3ccccc3)cc(-c3ccccc3)n2n1
→ 20% | -15% | -1% | 4% | 2% | -2% | 5% | 0% | 11%
COc1ccc(N(C(=O)c2ccco2)C(C(=O)NC2CCCC2)c2ccncc2)cc1 (stereo unspecified)
→ 6% | -22% | -6% | -13% | 22% | -6% | 20% | -22% | 5%
Cn1cc(C(=O)NCc2ccc(Cl)cc2)c(=O)c2cc(S(=O)(=O)N3CCCCCC3)ccc21
→ -4% | -7% | 1% | 35% | 31%[activator] | -6% | -1% | -27% | -8%
COc1ccc(C(CC(=O)Nc2nccs2)C(C)C)cc1 (stereo unspecified)
→ -1% | -10% | 0% | 25% | 6%[57.1 µM] | -7% | 5% | -13% | -4%
CCc1noc2nc(C)n(CC(=O)O)c(=O)c12
→ -3% | -8% | 9% | 38% | 0% | 2% | 2% | ? | -13%
Cc1ccc(NC(=O)c2cc(S(=O)(=O)N3CCOCC3)cn2C)cc1Cl
→ -7% | -3% | 5% | 57%[activator] | 11%[57.1 µM] | i | 2% | 24% | -2%

# More compounds:
SMILES,RGS4 inh,JMJD2A Tudor,Pin1 inhibitor,HP1b binding inh,TrxR1 inh,Tb PGK inh,ERG-DNA inh,12-LOX inh,GLS inhibitor
N#CC1=C(N)Oc2c(O)cc3ccccc3c2C1c1ccsc1 (stereo unspecified),-37%,?,11%,-19%,13%[57.1 µM],i,1%,45µM*,-6%
O=C(N/C(=C\c1cccc([N+](=O)[O-])c1)C(=O)N1CCOCC1)c1ccc([N+](=O)[O-])cc1,23%,-14%,-4%,9%,9%,-8%,-2%,-8%,0%
CC1(C)Cc2c(c(N3CCOCC3)nc3sc4c(NN)ncnc4c23)CS1,2%,?,14%,0%,2%,-5%,0%,-13%,12%
COc1ccc(/C=N/NC(=O)CNc2c(Br)cc(C)cc2Br)c(C(=O)O)c1OC,-16%,-12%,-7%,16%,5%[57.1 µM],-9%,4%,7%,18%
Cc1ccc2nc(NNC(=O)c3ccc(S(=O)(=O)N4CCc5ccccc5C4)cc3)sc2c1,-9%,?,?,33%,-2%,1%,11%,?,18%
CC12CCCCC1NS(=O)(=O)OC2 (stereo unspecified),-1%,-20%,2%,33%,8%,-9%,-6%,9%,-1%
COc1ccc(C(=O)Nc2ccc(Nc3ccccc3)cc2)cc1Br,0%,?,0%,-21%,12%[11.4 µM],-3%,20%,-4%,?
Cc1ccc(NC(=O)N2CCc3ccccc32)cc1C,5%,3%,1%,49%[activator],13%,-10%,-13%,3%,-9%
COc1ccc(CNS(=O)(=O)c2ccc(C(=O)N(C)C)s2)cc1,8%,-9%,-11%,-8%,7%[57.1 µM],-5%,1%,-4%,-12%
CCN1CCN(c2sc(S(C)(=O)=O)nc2S(=O)(=O)c2ccc(Cl)cc2)CC1,-26%,-3%,2%,31%,-6%,-14%,20%,·,2%
Cc1cccc(C(=O)OCN2C(=O)c3ccccc3C2=O)c1[N+](=O)[O-],22%,-26%,-1%,9%,18%,-6%,6%,13%,21%
FC(F)Sc1ccc(NC(=S)NCc2ccccc2)cc1,-25%,29%,0%,62%[activator],14%[57.1 µM],1%,-3%,?,-11%
CCCCCC(=O)N1CC2(CC(c3cccc(NC(=O)[C@@H]4CCC(=O)N4)c3)=NO2)C[C@@H]1C(N)=O (stereo partly specified),-2%,-24%,-6%,13%,-15%[57.1 µM],i,14%,?,-1%
O=C(C1CCCO1)N1CCN(c2ccccn2)CC1 (stereo unspecified),9%,-9%,-3%,39%,11%,-1%,-14%,0%,-9%
Cc1ccc(S(=O)(=O)Nc2ccc(NC(=O)c3cccs3)cc2)cc1,-8%,-18%,17%,57%[activator],7%,-4%,8%,?,29%
CCOc1ccc2nc(N(CCN(C)C)C(=O)c3ccc4c(c3)CCCC4)sc2c1,28%,35µM*,1%,-15%,2%,-3%,-13%,·,18%
OCC1(CO)CCCC(CO)(CO)C1O,19%,-3%,-2%,20%[57 µM],1%[2.29 µM],-8%,4%,-14%,-5%
COc1ccc(/C=C(/NC(=O)c2ccccc2)C(=O)N2CCCC2)cc1OC,-2%,-4%,-3%,21%,0%,i,0%,-8%,4%
CSc1ncc(C(=O)Nc2ccc(C)cc2C)c(C)n1,8%[56.9 µM],-4%,11%,34%[activator],29%,-8%,-10%,-4%,-7%
CCOc1ccc(N2CC(C(=O)Oc3ccccc3)CC2=O)cc1 (stereo unspecified),7%,-14%,-3%,19%,20%,-9%,·,-3%,12%
CCOc1ccc(-c2c(C(=O)N/N=C(\C)c3ccncc3)nnn2-c2nonc2N)cc1,-24%,-10%,0%,31%,-24%,-5%,-5%,-11%,-1%
Cc1cccc(-n2ncc3c(=O)[nH]c(SCC(=O)Nc4cc(C)on4)nc32)c1,-9%,2%,0%,36%[activator],2%,-1%,-2%,?,-23%
COc1ccccc1CC1(C)NC(=O)N(CC(=O)N2CCc3ccccc3C2)C1=O (stereo unspecified),14%,-18%,-5%,7%,13%,-3%,0%,-6%,11%
O=C(c1ccco1)c1n[nH]nc1-c1ccccc1,-18%,-5%,5%,13%,-20%,-8%,-3%,?,-4%
CC1CCc2cc(F)ccc2N1C(=O)CCC(=O)O (stereo unspecified),-3%,-17%,-13%,21%,21%[0.457 µM],i,0%,1%,2%
CN1CCN(C(=O)CSc2nnc(COc3ccc(Cl)cc3)o2)CC1,11%,5%,1%,2%,14%[57.1 µM],2%,-11%,14%,-4%

# The list is partial. The share of hits here may be higher or lower than overall.
